# Source: PubChem (The Scripps Research Institute Molecular Screening Center)
# TEAD-YAP inh = TEAD-YAP interaction inhibition. HEK-TIYL cells, TEAD-Gal4/YAP UAS-luciferase luminescence. inhibition, % at 9.12 µM. hit rate 1.4% among 640,000. AID 1259422; in the data active = inhibition above about 32%;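 also: 0% = median of test compound wells and 100% = reference inhibitor wells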
# FBW7 act = human FBW7 E3 ligase activation, primary screen; Q969H0; AlphaScreen FBW7–phospho-cyclin E peptide binding, activator screen; normalized activity (activation), % at 26.1 µM; hit rate 0.13% among 650,000; AID 1259310; in the data active = normalized activity above about 1.9%;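 also: purified mutant Fbw7 with reduced substrate affinity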
# Target sequence (Q969H0 whole entry, looked up): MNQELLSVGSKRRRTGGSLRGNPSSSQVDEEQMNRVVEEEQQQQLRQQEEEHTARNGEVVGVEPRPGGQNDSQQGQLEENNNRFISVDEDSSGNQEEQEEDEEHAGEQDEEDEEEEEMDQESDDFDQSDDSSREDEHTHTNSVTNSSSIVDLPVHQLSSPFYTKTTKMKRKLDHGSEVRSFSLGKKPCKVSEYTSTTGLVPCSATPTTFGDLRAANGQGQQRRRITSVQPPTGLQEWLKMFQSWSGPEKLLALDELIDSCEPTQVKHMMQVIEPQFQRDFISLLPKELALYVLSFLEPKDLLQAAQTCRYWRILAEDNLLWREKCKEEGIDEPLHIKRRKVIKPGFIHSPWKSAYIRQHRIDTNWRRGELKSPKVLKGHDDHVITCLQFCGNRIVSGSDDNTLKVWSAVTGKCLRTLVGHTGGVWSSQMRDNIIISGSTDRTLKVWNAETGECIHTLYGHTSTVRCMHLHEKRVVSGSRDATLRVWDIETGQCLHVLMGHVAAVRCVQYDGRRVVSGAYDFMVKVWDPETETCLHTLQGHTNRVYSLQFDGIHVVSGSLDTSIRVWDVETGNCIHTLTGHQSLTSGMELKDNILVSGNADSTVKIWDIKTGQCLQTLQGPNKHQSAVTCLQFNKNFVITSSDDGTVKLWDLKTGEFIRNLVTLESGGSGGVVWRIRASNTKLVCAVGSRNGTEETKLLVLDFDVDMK
# GPR151 activ = activators of human GPR151. PathHunter beta-arrestin GPR151 cells, luminescence. activation, % at 11.2 µM. hit rate 1% among 650,000; in the data active = activation above about 4.9%;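 also: 0% = median of compound wells and 100% = cells with positive control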
# Target sequence (Q8TDV0 whole entry, looked up): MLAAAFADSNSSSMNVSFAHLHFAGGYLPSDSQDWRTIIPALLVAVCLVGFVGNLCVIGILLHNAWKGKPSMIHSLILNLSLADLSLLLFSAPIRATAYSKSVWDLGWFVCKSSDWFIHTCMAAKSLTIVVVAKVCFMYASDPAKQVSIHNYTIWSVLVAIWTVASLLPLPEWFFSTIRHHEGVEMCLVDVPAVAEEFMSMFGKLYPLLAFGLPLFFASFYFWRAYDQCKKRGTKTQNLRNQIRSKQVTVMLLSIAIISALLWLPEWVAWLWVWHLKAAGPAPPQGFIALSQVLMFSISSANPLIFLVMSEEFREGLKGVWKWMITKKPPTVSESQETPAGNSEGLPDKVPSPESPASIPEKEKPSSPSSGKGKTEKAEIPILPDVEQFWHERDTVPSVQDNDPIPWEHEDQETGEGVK
# MITF primary = human MITF inhibition, primary screen. O75030. AlphaScreen MITF homodimerization, bead proximity signal. inhibition, % at 2.6 µM. hit rate 0.91% among 650,000. AID 1259374; in the data active = inhibition above about 50%;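 also: 0% = vehicle wells with protein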
# * marks the source's active call; other numbers are inactive results. Outcome played no part in choosing rows. About 3.4% of those tested had a hit in this group.
no.	Compound	TEAD-YAP inh	FBW7 act	GPR151 activ	MITF primary
1	NC(=S)NN=C1c2ccccc2-c2ccccc21	18.9	-0.2	0.9	16.0
2	COC(=O)C(C)Oc1ccc2c(C)c(-c3ccc(OC)cc3)c(=O)oc2c1 (stereo not drawn)	-6.5	0.0	-2.2	-9.4
3	COc1ccc(/C=C/C(=O)N2CCCC2=O)cc1OC	-23.7	-0.1	-1.2	1.5
4	CCOC(=O)c1ccc(NC(=O)Nc2cc(C)on2)cc1	-24.3	0.0	-1.8	0.3
5	Cc1ccc(C(=O)N(C)c2ccccc2)cc1Cl	-15.4	0.3	-0.3	0.3
6	COc1cc(/C=C2\SC(=N)N(c3ccc4c(c3)OCO4)C2=O)cc(OC)c1O	16.3	0.1	-0.4	0.7
7	O=C(CCOc1ccccc1)Nc1ccc(Cl)c(Cl)c1	3.7	-0.1	-1.2	-2.5
8	Cc1ccc(S(=O)(=O)N2CCCC(C(F)(F)F)C2)cc1 (stereo not drawn)	-2.5	-0.8	-0.4	8.9
9	CN(c1ccc(Br)cc1)S(=O)(=O)c1ccc2c(c1)oc(=O)n2C	34.0*	-0.2	0.8	9.3
10	Fc1ccc(-c2nnc3sc(CN4CCCCC4)cn23)cc1	-10.7	0.0	-1.1	-2.5
11	CCOC(=O)N1CCC(NC(=O)CC(NS(=O)(=O)c2ccc(C)cc2)c2ccco2)CC1 (stereo not drawn)	1.2	0.0	-0.3	-5.3
12	O=C(O)c1cccc(N2C(=O)C3C4C=CC(C4=C(c4ccccc4)c4ccccc4)C3C2=O)c1 (stereo not drawn)	5.5	0.0	-0.2	0.0
13	Cc1nc(-c2cc3cc(Cl)ccc3oc2=O)cs1	-5.1	-0.1	-0.5	-12.4
14	CCOC(=O)c1c(N2C(N)=C(C#N)C(c3ccc(F)cc3)C3=C2CCCC3=O)sc2c1CCCCC2 (stereo not drawn)	-9.3	0.0	1.1	-2.0
15	COc1cccc(C(=O)N2CCN(Cc3ccc(OC)c(Br)c3)CC2)c1	-6.6	-0.2	-0.5	51.7*
16	COc1cc(NC(=O)COC(=O)c2cc(O)[nH]c(=O)c2)c(C)cc1[N+](=O)[O-]	6.0	0.3	1.0	14.1
17	CC(C)N(C)C1CCC(=O)N(Cc2ccc(Cl)cc2)CC1 (stereo not drawn)	5.4	0.0	0.1	6.8
18	Cc1sc(Nc2ccc(Br)cc2)nc1-c1ccc(Cl)cc1	-16.6	0.6	2.7	19.9
19	O=C(COc1ccc(Cl)cc1Cl)NCc1ccccc1	-0.9	0.0	0.9	11.3
20	NC(=O)C1CCN(C(=O)c2ccc3c(=O)n(Cc4ccco4)c(SCc4ccc(F)cc4Cl)nc3c2)CC1	8.6	-0.1	-1.1	12.2
21	O=C(Cn1nc(-c2ccccc2)ccc1=O)Nc1ccc(S(=O)(=O)N2CCCC2)cc1	-3.8	0.3	-3.0	-11.2
22	Cc1cc(C(=O)COC(=O)c2cccc(NS(C)(=O)=O)c2)c(C)n1-c1ccc(F)cc1	-30.4	-0.1	0.4	9.9
23	COc1ccc(N2CCN(Cc3nc4c(c(=O)n(C)c(=O)n4C)n3Cc3ccc(C)cc3)CC2)cc1	3.2	-0.2	0.3	-3.0
24	CCOc1ccccc1NC(=O)CN1C(=O)NC(C)(c2ccc(C(C)(C)C)cc2)C1=O (stereo not drawn)	-0.3	0.2	3.8	8.6
25	O=C(CCCn1c(=O)[nH]c2cc(Cl)ccc2c1=O)NCc1cccnc1	-0.6	0.1	1.8	-10.2

# Brought forward from above: 3 entries, followed by the next part.
no.	Compound	TEAD-YAP inh	FBW7 act	GPR151 activ	MITF primary
23	COc1ccc(N2CCN(Cc3nc4c(c(=O)n(C)c(=O)n4C)n3Cc3ccc(C)cc3)CC2)cc1	3.2	-0.2	0.3	-3.0
24	CCOc1ccccc1NC(=O)CN1C(=O)NC(C)(c2ccc(C(C)(C)C)cc2)C1=O (stereo not drawn)	-0.3	0.2	3.8	8.6
25	O=C(CCCn1c(=O)[nH]c2cc(Cl)ccc2c1=O)NCc1cccnc1	-0.6	0.1	1.8	-10.2
26	Cc1cc(S(=O)(=O)NCC(c2ccc(N(C)C)cc2)N2CCN(C)CC2)ccc1F (stereo not drawn)	-2.4	0.0	-1.2	21.7
27	NC(=O)CSc1nc(SCC(N)=O)c2c3c(sc2n1)CCC3	-6.4	0.0	-0.5	-8.4
28	Cn1c(=O)n(C/C=C/c2ccccc2)c(=O)c2c1nc1n2CCCN1C1CCCCC1	-5.8	0.6	0.0	15.4
29	COc1ccc(C(C)=O)cc1COC(=O)c1cc(C)ccc1C	0.8	0.1	-1.0	-12.3
30	COc1cc(OC)c(OC)cc1/C=C1\N=C(c2ccc(C)c(C)c2)OC1=O	1.1	0.1	-0.4	10.7
31	CCOC(=O)c1ccc(NC(=S)N2CCN(c3ccccn3)CC2)cc1	-11.8	0.1	0.7	-2.4
32	CCC(=O)Nc1cccc(-c2nc3ccccc3[nH]2)c1	-5.8	-0.1	-1.3	0.0
33	COc1cccc(CC2(CCC(=O)N3CCCCC3CO)CCC(=O)N2)c1 (stereo not drawn)	7.7	0.1	-1.7	18.9
34	O=C(CC(NCCOCCO)C(=O)O)Nc1ccc(Cl)cc1Cl (stereo not drawn)	3.8	0.2	0.9	15.0
35	Cc1cc(C)nc(NC(=O)/C=C/c2ccco2)c1	-39.4	0.2	-1.9	10.7
36	Cc1cc(C)n(-c2ccc(Cl)c(C(=O)OCC(N)=O)n2)n1	-1.9	0.3	-1.0	11.6
37	O=C1C(=O)N(CCOCCO)C(c2cccnc2)/C1=C(\O)c1ccccc1 (stereo not drawn)	1.4	-0.2	1.1	4.6
38	NCCCNC(=O)c1ccc(/C=N/O)nc1	-8.3	-0.3	0.9	2.7
39	CN(C)CCOc1cc(-c2cn[nH]c2)c(F)cc1NC(=O)[C@H](N)Cc1ccc(C(F)(F)F)cc1	3.5	-0.1	4.0	6.6
40	CN(C(=O)C1CCOC1)c1nnc(-c2cnccn2)s1 (stereo not drawn)	-2.6	0.8	-0.5	11.7
41	COc1ccc(NC(=O)c2sc3ncnc(N4CCCCC4)c3c2C)c(OC)c1	3.4	-0.1	0.9	1.6
42	CCOC(=O)c1c(NC(=O)C2CCCN2S(=O)(=O)c2cccc3nsnc23)sc(C)c1C (stereo not drawn)	-2.8	-0.1	0.7	-4.8
43	CCOC(=O)c1ccc(NC(=O)CN(c2ccccc2)S(=O)(=O)c2ccc(OCC)cc2)cc1	-7.9	-0.1	-0.3	-10.6
44	COc1ccccc1/C=N/NC(=O)Cc1ccc(C(F)(F)F)cc1[N+](=O)[O-]	6.1	0.1	1.2	-11.2
45	CC1(C)CC(=O)CC(C2(O)C(=O)N(Cc3ccccc3)c3ccccc32)O1 (stereo not drawn)	4.4	0.0	1.1	6.4
46	S=C(NCCCN1CCOCC1)Nc1ccc2c(c1)OCCCO2	7.4	0.0	2.6	6.5
47	COc1ccccc1-n1nc(C(=O)N(C)c2ccc(C(C)C)cc2)c2ccccc2c1=O	4.1	-0.1	0.0	7.8
48	COc1cc(NC(=O)c2cc3nc(-c4ccc5c(c4)OCO5)cc(C(F)(F)F)n3n2)c(OC)cc1Cl	-7.6	0.0	-1.3	-12.9
49	C=CCc1ccccc1OCC(O)CN1CCCCC1 (stereo not drawn)	0.2	-0.2	0.2	1.9
50	O=C(CN1CCN(Cc2ccc(Cl)cc2)C1=O)NCc1cccs1	-3.9	-0.1	0.7	-16.1

# Part of the list above, as labelled records.
31) CCOC(=O)c1ccc(NC(=S)N2CCN(c3ccccn3)CC2)cc1
  TEAD-YAP inh: -11.8	FBW7 act: 0.1	GPR151 activ: 0.7	MITF primary: -2.4
47) COc1ccccc1-n1nc(C(=O)N(C)c2ccc(C(C)C)cc2)c2ccccc2c1=O
  TEAD-YAP inh: 4.1	FBW7 act: -0.1	GPR151 activ: 0.0	MITF primary: 7.8
49) C=CCc1ccccc1OCC(O)CN1CCCCC1 (stereo not drawn)
  TEAD-YAP inh: 0.2	FBW7 act: -0.2	GPR151 activ: 0.2	MITF primary: 1.9
45) CC1(C)CC(=O)CC(C2(O)C(=O)N(Cc3ccccc3)c3ccccc32)O1 (stereo not drawn)
  TEAD-YAP inh: 4.4	FBW7 act: 0.0	GPR151 activ: 1.1	MITF primary: 6.4

# Next section
no.	Compound	TEAD-YAP inh	FBW7 act	GPR151 activ	MITF primary
51	CCNS(=O)(=O)c1ccc(OCC)c2ccccc12	-1.2	-0.1	-0.1	6.4
52	COc1ccc(OC)c(NC(=O)Cn2cnc3sc(C)cc3c2=O)c1	-1.6	0.1	-0.8	13.9
53	CCN1CCN(C(C)C(=O)Nc2nc(C)cs2)CC1 (stereo not drawn)	2.4	-0.3	-0.9	22.4
54	COc1ccccc1NS(=O)(=O)CC12CCC(CC1=O)C2(C)C (stereo not drawn)	0.2	0.0	2.0	17.3
55	O=C1CCCN1CCCNc1nc(N2CCOCC2)nc2nc[nH]c12	-13.1	-0.1	0.2	9.2
56	CS(=O)(=O)c1ccc2nc(NC(=O)c3ccccc3Oc3ccccc3)sc2c1	-2.3	0.1	0.6	-8.5
57	C#CC(C)(C)NS(=O)(=O)c1cccc2nsnc12	13.5	0.0	3.1	12.6
58	Cc1cccc(/C=C2\N=C(c3cccc(Cl)c3)OC2=O)c1	-0.4	0.8	0.5	9.5
59	COc1ccc(CCNC(=O)C/C(C)=N/NC(=O)c2cccc(Cl)c2)cc1OC	-58.8	0.4	-1.7	11.5
60	Cc1ccc2c(CC(=O)NC(C)C)cc(=O)oc2c1	-0.2	0.3	0.7	9.7
61	CCOC(=O)N1CCN(C(=S)Nc2cccc(C)c2)CC1	-7.9	-0.1	-0.1	-6.6
62	O=C(ON1C(=O)CCC1=O)c1ccc(Br)o1	-0.9	0.0	-0.5	10.1
63	Cc1cc(C)c(NC(=O)C(C)Sc2nc3sc4c(c3c(=O)n2-c2ccccc2)CCC4)c(C)c1 (stereo not drawn)	-4.0	-0.1	0.9	2.1
64	O=C1NC(c2ccccc2)=N/C1=C/c1ccccc1Cl	0.3	-0.1	-0.2	-0.1
65	COCc1cc(C(C)=O)ccc1Oc1ccc(C(N)=O)cc1[N+](=O)[O-]	3.7	0.1	4.0	5.6
66	Cc1cccc(C(=O)OCC(=O)c2csc(N3CCCCC3)n2)c1[N+](=O)[O-]	4.7	0.1	-0.9	-2.2
67	OC1(c2ccc3c(c2)c2c4n3CCN(Cc3ccccc3)C4CCC2)CCCC1 (stereo not drawn)	-3.1	-0.1	0.4	-7.1
68	O=C(O)c1c(CNCCc2cccs2)c2ccccc2n1Cc1ccc(Cl)cc1	5.2	-0.2	-0.3	1.2
69	O=C(NCc1ccc(Cl)cc1Cl)c1ccccn1	2.1	-0.1	7.8*	1.5
70	CCc1nnc(NC(=O)c2ccc(Br)cc2)s1	-40.4	-0.1	-1.4	0.1
71	O=[N+]([O-])c1cccc(NP2(=O)C=C(c3ccccc3)OC(c3ccccc3)=C2)c1	-15.0	-0.4	0.2	3.5
72	CCn1c(C(=O)O)c(CC(=O)N2CCCc3ccccc32)c2ccccc21	-2.6	0.1	-0.4	-2.0
73	CCNC(=O)[C@@H]1C[C@@H](NCc2cc(OC)ccc2O)CN1Cc1ccc2ccccc2c1	-1.1	1.4	-0.7	24.3
74	COc1cc(NS(=O)(=O)c2ccccc2)c(Cl)c(C(=O)O)c1	2.2	0.1	-0.5	10.8
75	CC(=O)Nc1csc2ccccc12	0.5	-0.1	-0.1	-0.6

# The list continues:
no.	Compound	TEAD-YAP inh	FBW7 act	GPR151 activ	MITF primary
76	Cc1ccc(OC(C)C)c(CN(CCO)CCO)c1	-3.5	-0.1	1.3	4.7
77	COc1ccc(-c2cc(C(F)(F)F)nc(S(=O)(=O)CCCC(=O)Nc3ccc(Br)cc3)n2)cc1OC	-23.9	0.0	2.1	-6.6
78	O=C(O)c1c[nH]c2ccc(S(=O)(=O)N3CCc4ccccc43)cc2c1=O	2.4	-0.4	-0.4	8.3
79	CC(C)(C)c1cc(CNC(=O)Cn2cc(NC(=O)c3ccc4c(c3)OCO4)cn2)[nH]n1	0.6	0.2	1.4	3.3
80	Cc1cc(NS(=O)(=O)c2ccc3c(c2)CCCC3)ccc1N1CCCCC1=O	25.9	0.2	0.0	5.0
81	COc1ccc(N/C(C)=C(\C#N)C(N)=O)cc1	-12.4	-0.1	-1.2	-7.2
82	CN(CC(=O)NCc1ccc(Cl)cc1)S(=O)(=O)c1cc(Br)cnc1N	3.6	-0.2	-0.9	-6.6
83	COc1ccccc1/C=C1/C(=N)N2N=C(C(F)(F)F)SC2=NC1=O	13.4	0.4	-0.2	15.3
84	Cc1ccc(C(C(=O)Nc2ccc3c(c2)OCCO3)N(C)C(=O)Cc2cccs2)cc1 (stereo not drawn)	-33.8	0.0	0.1	3.7
85	COc1cc(Cl)c(C)cc1Nc1nc2ccccc2n2cnnc12	-3.7	-0.2	-0.6	-0.8
86	CC(=O)Nc1ccc(Nc2nc(-c3ccc(C(N)=O)cc3)nc3nc[nH]c23)cc1	5.8	-0.1	-1.1	-16.5
87	Cc1cc(OCC(=O)Nc2ccc(Cl)c(C(F)(F)F)c2)ccc1C(C)C	3.8	0.2	1.0	-4.5
88	O=[N+]([O-])c1ccc(/C=N/Nc2nnc3c(n2)[nH]c2ccc(Br)cc23)cc1	3.2	0.9	0.6	20.2
89	COc1ccccc1-n1nc(C)cc1NC(=O)NC(=O)c1ccc(C(F)(F)F)cc1	3.0	-0.1	0.0	-1.3
90	CC(C)(C)N(Cc1ccccc1)C(=O)CSc1nnc(-c2ccccc2)o1	9.5	0.2	1.0	2.5
91	CCn1c(CC(=O)Nc2ccccc2)nnc1SCC(=O)c1ccc(OC)cc1	-0.1	-0.1	1.7	-8.6
92	O=C1OC(c2ccc([N+](=O)[O-])cc2Cl)=N/C1=C\c1cccc(Cl)c1Cl	-5.3	0.0	0.6	-5.8
93	COc1ccc(C(=O)Oc2cc(=O)oc3ccccc23)cc1OC	-5.7	-0.1	0.8	-6.5
